GAA inhib: inhibitors of human lysosomal alpha-glucosidase | actives 0.005% (n = 200,000) | purified human GAA, 4-MU-alpha-glucoside fluorescence | Potency, µM (highest dose often 76.9 µM), for inactives: at the highest dose activity change, negative = inhibition, usual class: inhibitors | P10253 | AID 1466;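 further: plate controls were uninhibited enzyme wells for no effect and no-enzyme background for full effect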
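Read-out is 4-methylumbelliferone fluorescence (Ex 365/Em 440 nm) after NaOH/glycine stop at pH 10. Enzyme 4 nM, substrate 400 uM, pH 5.0 citrate buffer, 20 min room temperature; AC50 from Hill-equation concentration-response.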
Epigenetic reg: epigenetic control regulation, reporter derepression. Potency, µM (titrated, usually from 53.9 µM), for inactives: top-dose GFP activation, hits mostly activators. AID 1865. actives 0.2% (n = 280,000). murine LDR cells, GFP reporter derepression, 30 h; further: % of control where 0% means no effect; nearly all actives have a fitted effect of over 60% in size
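Readout is the number of GFP-expressing murine LDR cells, counted by cytometry following washing. Cells were treated with compound for 30 h at 37 C; the stably integrated CMV-GFP locus is normally silent.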
Tau fluor cs: counter-screen for tau fibril formation inhibitors | tau K18 P301L (four-repeat tau fragment) Alexa594 fluorescence, heparin fibrillization | Potency, µM (series often up to 57.7 µM), without a hit: top-dose activity change, negative = decrease | actives 0.93% (n = 280,000); further: on the % scale 0 is the no-effect control and ±100 the full control effect; nearly all actives have a fitted effect of over 55% in size
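Human K18 P301L tau (15 uM unlabeled plus 0.24 uM Alexa 594-labeled, final) in 100 mM sodium acetate pH 7 was mixed with compound and 20 uM heparin and incubated 6 hr at 37 C.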
GAA glycogen: alters human alpha-glucosidase cleavage of glycogen | P10253 | recombinant GAA, glycogen substrate, Amplex Red glucose oxidase fluorescence | actives 0.38% (n = 300,000) | Potency, µM (titrated, usually from 76.4 µM), without a hit: at the highest dose activity change, negative = inhibition, hits mostly inhibitors;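 further: 0% = full enzyme reaction and -100% = no-enzyme basal signal; the screen sought inhibitors and activators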
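Recombinant human alpha-glucosidase (4 nM final) hydrolysed bovine liver glycogen (30 ug) for 40 min at 37 C in pH 5.0 citrate/phosphate with 0.01% Tween-20. Released glucose detected by glucose oxidase/Amplex Red, Ex 573/Em 610 nm. Compounds up to 77 uM; AC50 from Hill fits.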
NPSR antag: neuropeptide S receptor (human) antagonism, cAMP; Q6W5P4; CHO-NPSR cells, cAMP TR-FRET, antagonist mode; Potency, µM (titrated, usually from 38.3 µM), for inactives: at the top dose activity change, negative = inhibition, usual class: inhibitors; actives 1% (n = 220,000); AID 1461; further: on the % scale 0 is the no-effect control and ±100 the full control effect; nearly all actives have a fitted effect of over 50% in size; many of its hits are not listed in these tables
ALDH1A1 inh: inhibitors of human aldehyde dehydrogenase 1A1; Potency, µM (top dose mostly 75.3 µM), without a hit: at the highest dose activity, negative = inhibition, usual class: inhibitors; Purified ALDH1A1, NADH fluorescence, propionaldehyde substrate; actives 7.3% (n = 220,000); P00352; active means well fitted inhibition curve with a large enough effect, not every such curve was filed as active; inconclusive means small, poorly fitted or top-dose-only effect, or another doubt; inactive means no such curve, though single readings can be large or run the other way;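 further: plate controls were no enzyme wells and a reference inhibitor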
Target sequence (P00352 whole entry, looked up): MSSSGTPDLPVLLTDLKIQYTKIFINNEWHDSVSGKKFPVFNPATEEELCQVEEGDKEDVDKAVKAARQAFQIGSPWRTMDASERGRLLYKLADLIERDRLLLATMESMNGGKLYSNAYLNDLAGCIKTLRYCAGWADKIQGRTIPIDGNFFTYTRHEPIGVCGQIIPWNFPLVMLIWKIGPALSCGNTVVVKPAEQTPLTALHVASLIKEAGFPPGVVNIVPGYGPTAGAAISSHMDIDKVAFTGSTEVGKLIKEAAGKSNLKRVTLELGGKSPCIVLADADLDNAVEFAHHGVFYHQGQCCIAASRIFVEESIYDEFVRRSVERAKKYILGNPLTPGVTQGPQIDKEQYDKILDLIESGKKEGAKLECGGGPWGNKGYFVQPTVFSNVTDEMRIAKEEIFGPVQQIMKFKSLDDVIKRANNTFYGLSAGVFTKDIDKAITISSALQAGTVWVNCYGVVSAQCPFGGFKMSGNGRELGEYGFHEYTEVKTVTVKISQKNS
aGal spleen mod: alpha-galactosidase A (human) modulation; Potency, µM (series often up to 80 µM), for the others: at the highest dose activity change, negative = inhibition, actives largely listed as inhibitors; P06280; AID 2107; human spleen homogenate, 4MU-alpha-Gal fluorescence, 40 min; actives 0.008% (n = 240,000);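 further: 0% = enzyme with vehicle and -100% = no enzyme basal signal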
Target sequence (P06280 32-429 limits assumed): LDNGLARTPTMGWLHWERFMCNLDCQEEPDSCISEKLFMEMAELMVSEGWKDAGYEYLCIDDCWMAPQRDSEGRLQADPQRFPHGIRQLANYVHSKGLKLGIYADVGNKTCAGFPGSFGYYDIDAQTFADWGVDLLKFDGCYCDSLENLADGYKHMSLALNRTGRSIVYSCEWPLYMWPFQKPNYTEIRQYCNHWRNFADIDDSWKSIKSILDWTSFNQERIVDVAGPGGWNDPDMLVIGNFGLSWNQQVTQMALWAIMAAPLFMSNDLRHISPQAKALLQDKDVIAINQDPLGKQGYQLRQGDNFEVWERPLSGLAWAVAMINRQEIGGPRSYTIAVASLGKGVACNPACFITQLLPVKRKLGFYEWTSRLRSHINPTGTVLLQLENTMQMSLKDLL
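Fluorogenic readout (Ex 365/Em 440 nm) of 4-methylumbelliferone released from 1 mM 4-MU-alpha-galactoside by spleen homogenate, 40 min at 37C, pH 5.0. Data normalized to no-enzyme and enzyme controls; Hill-equation AC50 from compound titrations.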
GAA spleen mod: inhibits or activates alpha-glucosidase in human spleen homogenate. P10253. human spleen homogenate, 4-MU-alpha-glucoside fluorescence. Potency, µM (doses to about 79.9 µM), inactives show at the top dose activity change, negative = inhibition, usual class: inhibitors. actives 0.006% (n = 240,000);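 further: 0% = enzyme with vehicle and -100% = no enzyme basal signal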
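Enzyme source: human spleen homogenate, 1 ug/well. Buffer 50 mM citric acid/K phosphate pH 5.0, 0.01% Tween-20. 4-MU-alpha-glucoside 1 mM; 37 C x 40 min; NaOH/glycine stop; fluorescence.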
An asterisk follows results filed as active; ? = inconclusive; / = not tested or not shown; & = joins results of further samples; [ ] = dose if it differs, or a comment. Unless noted, the call rests on the fitted dose curve; in most records, active means well fitted curve in the direction sought with a large enough effect; inconclusive means small, poorly fitted or top-dose-only effect, or another doubt; inactive means no such curve, though single readings can be large; an effect the other way counts as inactive or inconclusive. Potency means the concentration at half of the fitted maximal effect.

SMILES	GAA inhib	Epigenetic reg	Tau fluor cs	GAA glycogen	NPSR antag	ALDH1A1 inh	aGal spleen mod	GAA spleen mod
CC1(C(=O)Nc2c(F)c(F)c(F)c(F)c2F)CC1(Br)Br (stereo unspecified)	/	0.1%	-2.6%	7.3%	-0.1%	/	-7.8%	-0.9%
COc1ccc(C(=O)Nc2ccc(C)c(S(=O)(=O)N3CCCCCC3)c2)cc1	-3.3%	-0.3%	?	-5.7%	-34.8%	?	-9.7%	-1.8%
CCOC(=O)N/N=C/c1cn(CCCOc2ccccc2)c2ccccc12	3.7%	-1.0%	3.0%	4.6%	-6.4%	9.1%	5.7%	0.4%
COc1ccc(-c2nnc(Nc3nc4c(OC)cccc4s3)o2)cc1	12.3%	-3.7%	-23.6%	-15.8%	-17.5%[46.1 µM]	?	4.1%	2.1%
Nc1cc(N2CCCC2)c(Cl)cc1[N+](=O)[O-]	3.8%	-0.3%	-26.0%	-0.8%	-38.2%	?	0.0%	-6.4%
Cc1cc(C)n(-c2nc(-c3ccc(Cl)cc3)cs2)n1	-5.5%	3.4%	-13.6%	-0.2%	-6.2%[46.1 µM]	7.4%	0.4%	-0.1%
CCn1cc(SCC(=O)N2CCc3ccccc32)c2ccccc21	-1.4%	-0.8%	-13.2%	1.1%	-29.5%[46.1 µM]	?	?	-24.4%
COC(=O)c1ccc2c(=O)n(CCCCCC(=O)N3CCN(c4ccc(F)cc4)CC3)c(=O)[nH]c2c1	?	-1.0%	-17.4%	-3.5%	?	?	5.7%	9.8%
C/C(=N\OC(=O)c1c(-c2c(F)cccc2Cl)noc1C)c1nccs1	-6.0%	-3.8%	-18.0%	6.7%	32.6%	?	-1.8%	-3.1%
CN(C)S(=O)(=O)N(CC(=O)Nc1ccccc1C(F)(F)F)c1ccccc1	-9.0%	-2.4%	-6.5%	-1.6%	-26.0%[46.1 µM]	?	-2.2%	-5.2%
O=c1c2c(nc3cc(-c4ccc(F)cc4)[nH]n13)CCC2	-0.6%	-1.6%	2.5%	-8.2%	-6.1%	-3.4%	6.5%	2.4%
Cc1ccc(CN=c2c([N+](=O)[O-])nn(-c3cccc(C)c3)n2O)cc1	-5.1%	0.5%	-14.7%	-3.4%	9.4%	4.9%	-6.7%	-2.4%
CC1(C)Cc2ccccc2-c2nnc(-c3ccc(O)cc3)n21	-1.9%	1.2%	11.0%	10.8%	-9.8%[46.1 µM]	14.0%	1.2%	-5.3%
COc1ccc(Oc2nnc(-c3ccccc3)cc2C#N)cc1	-1.0%	0.0%	-6.5%	-3.9%	-10.9%[46.1 µM]	2.6%	-8.8%	-4.0%
Cc1ccc(S(=O)(=O)Nc2cc(NC(=O)CN3CCOCC3)ccc2Cl)cc1	6.5%	0.6%	-13.1%	-1.8%	-16.5%[7.67 µM]	17.8µM*	1.4%	0.4%
O=C(NCC(=O)N(c1ccccc1)C(C(=O)NC1CCCC1)c1cccnc1)c1ccco1 (stereo unspecified)	1.4%	-1.2%	-0.9%	-4.8%	-5.3%[46.1 µM]	13.4%	7.0%	0.3%
O=C(Nc1nc(-c2ccccn2)cs1)c1ccccc1-n1cnnn1	?	5.1%	-5.7%	2.7%	-4.3%	10µM*	12.4%	4.3%
Cc1ccc(N(Cc2ccccc2F)S(C)(=O)=O)c(C)c1	-5.1%	0.0%	-5.4%	-5.1%	-6.8%	10.5%	4.9%	-1.7%
O=C(O)CCCCCN1C(=O)C(O)=C(C(=O)/C=C/c2ccccc2)C1c1ccccc1[N+](=O)[O-] (stereo unspecified)	?	0.4%	-3.5%	-7.3%	-6.0%	?	-1.8%	1.2%
COCC1=C2c3ccccc3[C@@H]3CNC(=O)C3(C(=O)OC)C[C@@H]2n2c(=O)n(-c3ccccc3)c(=O)n2C1 (stereo partly specified)	/	1.4%&1.1%	-1.6%&-8.3%	/	/	-0.2%&1.2%	-2.5%&8.4%	-8.5%&-1.9%

In another format: entries from further up.
compound,GAA inhib,Epigenetic reg,Tau fluor cs,GAA glycogen,NPSR antag,ALDH1A1 inh,aGal spleen mod,GAA spleen mod
COc1ccc(-c2nnc(Nc3nc4c(OC)cccc4s3)o2)cc1,12.3%,-3.7%,-23.6%,-15.8%,-17.5%[46.1 µM],?,4.1%,2.1%
Cc1ccc(CN=c2c([N+](=O)[O-])nn(-c3cccc(C)c3)n2O)cc1,-5.1%,0.5%,-14.7%,-3.4%,9.4%,4.9%,-6.7%,-2.4%
CN(C)S(=O)(=O)N(CC(=O)Nc1ccccc1C(F)(F)F)c1ccccc1,-9.0%,-2.4%,-6.5%,-1.6%,-26.0%[46.1 µM],?,-2.2%,-5.2%

Returning to the listing, starting 3 compounds before the break.
SMILES	GAA inhib	Epigenetic reg	Tau fluor cs	GAA glycogen	NPSR antag	ALDH1A1 inh	aGal spleen mod	GAA spleen mod
Cc1ccc(N(Cc2ccccc2F)S(C)(=O)=O)c(C)c1	-5.1%	0.0%	-5.4%	-5.1%	-6.8%	10.5%	4.9%	-1.7%
O=C(O)CCCCCN1C(=O)C(O)=C(C(=O)/C=C/c2ccccc2)C1c1ccccc1[N+](=O)[O-] (stereo unspecified)	?	0.4%	-3.5%	-7.3%	-6.0%	?	-1.8%	1.2%
COCC1=C2c3ccccc3[C@@H]3CNC(=O)C3(C(=O)OC)C[C@@H]2n2c(=O)n(-c3ccccc3)c(=O)n2C1 (stereo partly specified)	/	1.4%&1.1%	-1.6%&-8.3%	/	/	-0.2%&1.2%	-2.5%&8.4%	-8.5%&-1.9%
COc1ccccc1NC(=O)Cn1nc(-c2ccc3c(c2)OCCO3)ccc1=O	12.1%	-2.1%	-16.8%	-7.6%	12.3%	?	-14.8%	5.5%
COc1ccc(C(=O)N/C(=C\c2cn(S(=O)(=O)N(C)C)c3ccccc23)C(=O)NC(C)C)cc1	11.1%	-1.3%	-0.3%	5.9%	-30.9%	4.1%	-4.9%	-4.4%
Oc1ccc(-c2nnc(Nc3cccc(O)c3)c3ccccc23)cc1	/	-1.2%	?	9.1%	?	/	4.4%	1.5%
O=C(CNC(=O)c1ccccn1)N/N=C/c1ccc2c(c1)OCO2	2.2%	3.7%	-5.9%	-8.9%	19.0%	-6.9%	-0.1%	-1.7%
COc1ccc(CN2CCN(C(=O)CN3C(=O)C4C5C=CC(C5)C4C3=O)CC2)c(OC)c1OC (stereo unspecified)	0.8%	1.1%	-1.0%	3.4%	4.5%[46.1 µM]	-7.2%	7.0%	0.8%
COc1ccc(/C=N/N=C2/NC(=O)C(c3ccccc3)(c3ccccc3)S2)cc1	-4.9%	0.8%	-0.2%	7.1%	-5.0%[46.1 µM]	-5.1%	4.6%	-2.6%
Cc1cc(C)n(CCN(C)C(=O)c2cc(COc3c(F)cccc3F)on2)n1	/	0.0%	-3.8%	1.7%	5.4%	6.7%	-0.3%	-0.1%
CC(=O)Nc1nonc1-c1nc2ccccc2n1CCC#N	4.7%	-0.7%	4.9%	1.4%	12.1%[46.1 µM]	?	-2.0%	-10.2%
CNC(=S)Nc1cc(OC)c(NC(=O)c2ccco2)cc1OC	?	-0.1%	4.4%	-11.8%	-7.4%	-0.1%	-0.3%	-17.9%
O=C(NC1CCCCC1)C1CN(S(=O)(=O)c2ccccc2)CCN1S(=O)(=O)c1ccccc1 (stereo unspecified)	0.3%	-2.6%	-9.5%	-1.9%	-14.5%[46.1 µM]	?	-7.2%	-5.0%
COC(=O)C(NC(C)=O)(Nc1ccc(C)cn1)C(F)(F)F (stereo unspecified)	-7.4%	2.2%	-8.3%	1.3%	-14.4%	-12.8%	-9.2%	0.1%
CCOC(=O)c1ccccc1N1C(=O)CSC1=S	-0.3%	1.2%	-3.6%	28µM*	-4.7%[46.1 µM]	-4.2%	11.6%	-6.3%
Cc1ccc(C(=O)Cn2c(-c3ccccc3)noc2=O)cc1	8.0%	-0.1%	15.2%[2.34 µM]	-1.3%	-13.9%	0.7%	1.2%	3.6%
COc1cc(Cl)c(S(=O)(=O)NCCCN2CCOCC2)cc1Cl	1.1%	0.1%	-0.4%	7.6%	0.0%[46.1 µM]	-6.7%	0.1%	2.7%
CCCCOC(=O)N1CCOCCOCCOCCOCC1	/	-3.5%	-0.9%	1.1%	-29.2%	/	5.6%	4.7%
COc1c(-c2coc3cc4c(cc3c2=O)CC(OC(C)=O)C(C)(C)O4)ccc2c1C=CC(C)(C)O2 (stereo unspecified)	/	-0.2%	-15.8%	/	/	-4.3%	9.1%	-9.5%
Cc1ccc(N2CCN(CC(O)COc3cccc4ccccc34)CC2)cc1 (stereo unspecified)	/	4.7%	?	-20.1%	-58.5%	/	7.4%	-0.9%
Cc1cccc(NNC(=O)c2c(F)cccc2Cl)c1	/	1.1%	-13.2%	?	0.0%[7.67 µM]	/	4.8%	3.2%
O=C1C2C3C=CC(C3)C2C(=O)N1/N=C/c1cn(Cc2ccccc2)c2ccccc12 (stereo unspecified)	3.9%[15.4 µM]	-0.9%	-29.1%	-4.7%	-4.7%[46.1 µM]	10.0%	-8.9%	-9.7%
CC(=O)N1CCN=C1SCc1ccccc1	9.0%	1.0%	-5.0%	-15.6%	3.7%[46.1 µM]	?	-6.3%	4.5%
Cc1cnc(NC(=O)C2COc3ccccc3O2)s1 (stereo unspecified)	8.5%	-1.2%	-1.8%	5.7%	-3.3%[46.1 µM]	0.8%	0.3%	1.5%
CCCCNC(=O)NC1(C(F)(F)F)Oc2ccccc2O1	?	-2.0%	1.2%	?	14.8%[46.1 µM]	0.2%	-4.9%	-1.5%
COC(=O)CCc1c(C)c(C(=O)c2ccc(F)cc2)c2ccccn12	-3.9%	-1.5%	-17.9%	-28.0%	-29.3%	-13.8%	9.2%	3.3%
Cc1csc(Nc2ccccc2)[n+]1C	-4.0%	-1.1%	-3.2%	9.8%	3.9%	0.2%	-0.3%	/
Cc1c(Cl)cccc1NC(=O)CN1CCN(CCO)CC1	-3.6%	-0.8%	-0.6%	-4.7%	-3.9%[46.1 µM]	12.1%	-0.2%	-0.8%

Not all compounds are listed, so the mix of outcomes need not match the whole.
